Giardia killer: Small Molecules that selectively kill Giardia lamblia: qHTS | Giardia lamblia trophozoite viability | activity change, % at 7.66 µM, hits read low | 0.15% of 340,000 active | AID 540267, 2011; in the data active = activity change below about -80%; inconclusive = between about -30% and that limit;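 also: parasites exposed to compound for two days anaerobically before the ATP read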
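Each well holds 100 Giardia trophozoites and compound. After two days (48 hrs) at 37 deg C in anaerobic conditions, ATP is quantified by luminescence.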
Eya2 phos inh: qHTS Assay for Inhibitors of the Phosphatase Activity of Eya2; Protein phosphatase EYA2 (Homo sapiens), O00167; recombinant Eya2, OMFP fluorescence dephosphorylation (OMFP is methylfluorescein phosphate); Potency, µM (series often up to 76.9 µM), for the others: at the top dose activity, negative = inhibition, most hits filed as inhibitors; 0.006% of 330,000 active; also: potency is read from the fitted curve at half-maximal effect
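Eya2 protein (added as 0.2 uM solution) was preincubated with compound for 10 min at ambient temperature in 50 mM HEPES pH 7.5, 50 mM NaCl, 5 uM MgCl2, 0.05% BSA, 1 mM DTT. OMFP (added at 50 uM) then reacted 10 min; fluorescence read at 485/525 nm.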
USP2a block: qHTS Assay for Inhibitors of Ubiquitin-specific Protease USP2a Using CHOP2 as the Reporter; 0.01% of 330,000 active; Ubiquitin carboxyl-terminal hydrolase 2 (Homo sapiens), O75604; Potency, µM (highest dose often 38.3 µM), inactives show at the highest dose activity change, negative = inhibition, most hits filed as inhibitors; AID 463254, 2010; USP2 core, Ub-CHOP2 coupled fluorogenic reporter, 485/531;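 also: potency is read from the fitted curve at half-maximal effect; plate controls were DMSO wells for no effect and full inhibition by NEM control for full effect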
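USP2 core (10nM final) preincubated 30min RT with compound in 20mM Tris-HCl pH 8.0, 2mM CaCl2, 2mM beta-mercaptoethanol, 0.05% CHAPS; 25nM Ub-CHOP2 plus 25nM reporter substrate added, fluorescence (Ex485/Em531) read after 60min.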
B2AR arrestin: qHTS assay of beta-arrestin-biased ligands of beta2-adrenergic receptor; 0.02% of 330,000 active; Beta-2 adrenergic receptor (Homo sapiens), P07550; beta-arrestin recruitment to beta2AR, cell-based reporter; Potency, µM (doses to about 46.1 µM), inactives show top-dose activation, hits mostly activators;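 also: potency is read from the fitted curve at half-maximal effect; 0% = DMSO controls and full agonism = EC100 isoproterenol or metaproterenol; nearly all actives have a fitted effect of over 65% in size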
BCR signal inh: qHTS Assay to Find Inhibitors of Chronic Active B-Cell Receptor Signaling. AID 493014, 2011. Potency, µM (titrated, usually from 46.1 µM), for inactives: top-dose ratio change, negative = lower green/red ratio, hits mostly inhibitors. ABC-DLBCL IkBa-CBG/CBR reporter, luminescence ratio, 4 h. 0.05% of 340,000 active; active = well fitted inhibition curve with a large enough effect in the signal ratio, with a control signal flat, not every such curve was filed as active; inconclusive = small, poorly fitted or top-dose-only effect, or effect the other way, or a change in a side signal; the % refers to the signal ratio;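 also: potency is read from the fitted curve at half-maximal effect; plate controls were basal doxycycline-induced cells for no effect and cells given 10 µM MG132 for full effect; MG132 reads +100%, hits lower the ratio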
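TMD8 human ABC-DLBCL cells with doxycycline-inducible IκBα–green luciferase fusion and unfused red luciferase, in 0.5% FBS medium; compounds up to 46 uM, 4 h at 37C. Green/red luminescence ratio, filter-overlap corrected, fitted to concentration-response curves.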
uPA generation: qHTS for Inhibitors of Cell Surface uPA Generation | cell surface uPA generation assay, qHTS | 0.31% of 330,000 active | Potency, µM (doses to about 38.3 µM), for the others: at the highest dose activity change, negative = inhibition, usual class: inhibitors; active = well fitted inhibition curve with a large enough effect; inconclusive = small, poorly fitted or top-dose-only effect; inactive = no such curve, though single readings can be large or run the other way; tested in mouse RAW 264.7 cells; also: potency is read from the fitted curve at half-maximal effect; nearly all actives have a fitted effect of over 55% in size
Coupling enz: qHTS Assay for Inhibitors of Fructose-1,6-bisphosphate Aldolase from Giardia Lamblia: Coupling assay counterscreen; coupling enzyme system counterscreen, AmpLite Red fluorescence; activity change, negative = inhibition, % at 58.2 µM, hits read low; 0.67% of 290,000 active; in the data active = activity change below about -30%
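Counterscreen of the coupled detection system alone, without aldolase: glyceraldehyde-3-phosphate coupling enzymes plus AmpLite Red readout. Compounds at 57.5 uM final, 10 min RT preincubation, 20 min RT reaction, fluorescence 525/598 nm.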
GALK inh: qHTS Assay for Inhibitors of Human Galactokinase (GALK); 0.007% of 270,000 active; P51570; Purified GALK, Kinase-Glo residual ATP luminescence; Potency, µM (highest dose often 57.5 µM), for inactives: at the top dose activity change, negative = inhibition, usual class: inhibitors; AID 1868, 2009; also: potency is read from the fitted curve at half-maximal effect
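The enzyme phosphorylates galactose (100 uM) using ATP (35 uM); inhibition is detected as higher residual ATP, quantified by bioluminescence after 1 h reaction at room temperature, pH 8.0.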
KCNH2 3.1 block: qHTS for Inhibitors of KCHN2 3.1: Mutant qHTS; activity change, % (tested at about 1.8 µM); U2OS KCNH2 3.1, thallium flux FluxOr; stronger effect = lower value; 0.95% of 340,000 active; AID 720553, 2013;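 active = maximum activity change below -70%; inconclusive = maximum activity change from -70% to -50%; inactive = maximum activity change above -50%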;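 also: thallium influx rate constant from kinetic fluorescence after stimulation buffer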
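FluxOr-based Tl+ influx in U2OS cells transduced with KCNH2 3.1 virus; rate constants normalized to DMSO controls.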
KCNH2 WT inh: qHTS for Inhibitors of KCHN2 3.1: Wildtype qHTS | U2OS, BacMam KCNH2, thallium flux FluxOr; stronger effect = lower value | 0.37% of 340,000 active | activity change, % at 1.84 µM;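 active = maximum activity change below -70%; inconclusive = maximum activity change between -70% and -50%; inactive = maximum activity change above -50%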
Target sequence (Q12809 whole entry, looked up): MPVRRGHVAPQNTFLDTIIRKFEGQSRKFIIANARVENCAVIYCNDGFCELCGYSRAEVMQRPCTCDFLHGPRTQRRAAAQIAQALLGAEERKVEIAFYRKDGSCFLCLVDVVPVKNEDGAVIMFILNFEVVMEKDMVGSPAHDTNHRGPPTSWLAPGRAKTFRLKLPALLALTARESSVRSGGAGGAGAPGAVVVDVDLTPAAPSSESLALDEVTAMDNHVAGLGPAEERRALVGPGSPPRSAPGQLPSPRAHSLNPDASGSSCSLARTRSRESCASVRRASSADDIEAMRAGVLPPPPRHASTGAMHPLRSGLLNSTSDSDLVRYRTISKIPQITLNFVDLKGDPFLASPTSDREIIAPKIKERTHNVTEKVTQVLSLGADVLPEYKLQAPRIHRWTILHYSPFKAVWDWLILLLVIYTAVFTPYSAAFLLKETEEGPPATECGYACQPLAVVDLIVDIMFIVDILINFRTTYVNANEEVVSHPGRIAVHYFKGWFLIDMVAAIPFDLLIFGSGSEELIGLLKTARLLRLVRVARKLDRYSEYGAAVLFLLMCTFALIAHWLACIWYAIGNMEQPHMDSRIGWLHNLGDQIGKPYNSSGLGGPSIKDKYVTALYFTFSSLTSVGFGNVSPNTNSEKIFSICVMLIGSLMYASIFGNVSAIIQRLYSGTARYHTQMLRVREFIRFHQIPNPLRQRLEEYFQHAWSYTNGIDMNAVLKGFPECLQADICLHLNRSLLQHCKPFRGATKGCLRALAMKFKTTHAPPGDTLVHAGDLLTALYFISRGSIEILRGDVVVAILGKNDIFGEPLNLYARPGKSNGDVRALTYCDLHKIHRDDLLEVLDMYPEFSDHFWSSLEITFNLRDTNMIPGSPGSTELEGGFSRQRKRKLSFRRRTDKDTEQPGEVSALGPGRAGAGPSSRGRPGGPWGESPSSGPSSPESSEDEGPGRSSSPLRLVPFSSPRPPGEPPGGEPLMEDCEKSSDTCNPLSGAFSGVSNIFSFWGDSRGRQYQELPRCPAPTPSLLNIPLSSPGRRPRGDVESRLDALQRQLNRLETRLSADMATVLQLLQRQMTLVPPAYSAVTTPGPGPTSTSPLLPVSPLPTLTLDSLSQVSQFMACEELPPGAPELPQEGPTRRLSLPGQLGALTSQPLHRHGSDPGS
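U2OS cells were transduced with wild-type KCNH2 virus (2.03 x 10^8 / mL) for 4 h at room temperature, then cultured overnight at 37 C. Thallium flux was read with FluxOr dye. Rate constants were normalized to DMSO controls.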
PKM2 act: qHTS Assay for Activators of Human Muscle isoform 2 Pyruvate Kinase; Pyruvate kinase PKM (Homo sapiens), P14618; purified PKM2, Kinase-Glo ATP luminescence, activation; response scale: 0% is enzyme alone, no compound; Potency, µM (top dose mostly 57.5 µM), inactives show at the top dose activation, most hits filed as activators; 0.34% of 260,000 active; AID 1631, 2009; also: potency is read from the fitted curve at half-maximal effect; nearly all actives have a fitted effect of over 55% in size
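Purified hPK-M2 (>95%) run at intermediate activity with 0.1 mM ADP and 0.5 mM PEP in 50 mM imidazole pH 7.2, KCl, MgCl2; 1 h room temperature. ATP formed read by Kinase-Glo luminescence; normalized to uninhibited and no-enzyme controls.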
The depositor's hits bear a star; ? = inconclusive; / = not tested or not shown; [ ] = remark or other dose. Unless noted, calls follow the shape of the dose curve; as a rule, active = well fitted curve in the direction sought with a large enough effect; inconclusive = small, poorly fitted or top-dose-only effect, or another doubt; inactive = no such curve, though single readings can be large; an effect the other way counts as inactive or inconclusive. Unless noted, % is scaled to controls: 0 for no effect and ±100 for the full control effect. Not a hit list; about 2.4% have a hit in one of these screens.

1. CCCNC(=O)C(=O)NCC1CCCN1CC (stereo unspecified)
2. Cc1ccc(-c2nc(CCNC(=O)c3ccco3)cs2)cc1
3. O=C(CN1CCOCC1)N1CCN(c2ccc([N+](=O)[O-])cc2)CC1
4. CCOc1ccccc1Nc1nnc(SCC(=O)NC2CC2)s1
5. CC(C)[C@H](NC(=O)C1CCN(S(=O)(=O)c2ccc(F)cc2)CC1)C(=O)NCc1ccncc1
6. O=c1cc(-c2ccccc2)nc(/C=C/c2ccccc2)[nH]1
7. Cc1nn2c3ccccc3n(CCN3CCCCC3)c2nc1=O
8. N#Cc1nc(COc2ccccc2)oc1NCCN1CCOCC1
9. CN1CCC(OC(=O)c2ccccc2)CC1
10. CCOC(=O)C1CCCN(c2ncnc3c2cnn3-c2ccc(OC)cc2)C1 (stereo unspecified)

Compound	1	2	3	4	5	6	7	8	9	10
Giardia killer	2	5	-8	-18	46[activator]	10	-1	13	2	3
Eya2 phos inh	-6%	-14%	4%	-23%	6%	3%	5%	-5%	1%	8%
USP2a block	0%	0%	5%	-1%	3%	2%	0%	0%	0%	0%
B2AR arrestin	0.0%	0.0%	-0.1%	3.9%	0.5%	0.2%	-1.9%	-0.3%	-0.4%	0.1%
BCR signal inh	5%	0%	10%	-13%	2%	-9%	-7%	1%	9%	2%
uPA generation	11%	-3%	/	-7%	-3%	-1%	1%	-7%	3%	-4%
Coupling enz	0	/	2	/	/	0	1	0	2	4
GALK inh	-2%	/	2%	/	-5%	-3%	0%	0%	-1%	0%
KCNH2 3.1 block	9	-2	-11	-20	15	-5	-1	-5	-4	16
KCNH2 WT inh	38	-1	3	-1	4	-21	-2	4	13	4
PKM2 act	-2%	/	-1%	/	/	1%	-1%	-2%	/	-2%

6 entries from above, sorted by number of heavy atoms, low to high:
9. CN1CCC(OC(=O)c2ccccc2)CC1
1. CCCNC(=O)C(=O)NCC1CCCN1CC (stereo unspecified)
6. O=c1cc(-c2ccccc2)nc(/C=C/c2ccccc2)[nH]1
7. Cc1nn2c3ccccc3n(CCN3CCCCC3)c2nc1=O
8. N#Cc1nc(COc2ccccc2)oc1NCCN1CCOCC1
5. CC(C)[C@H](NC(=O)C1CCN(S(=O)(=O)c2ccc(F)cc2)CC1)C(=O)NCc1ccncc1

Compound	9	1	6	7	8	5
Giardia killer	2	2	10	-1	13	46[activator]
Eya2 phos inh	1%	-6%	3%	5%	-5%	6%
USP2a block	0%	0%	2%	0%	0%	3%
B2AR arrestin	-0.4%	0.0%	0.2%	-1.9%	-0.3%	0.5%
BCR signal inh	9%	5%	-9%	-7%	1%	2%
uPA generation	3%	11%	-1%	1%	-7%	-3%
Coupling enz	2	0	0	1	0	/
GALK inh	-1%	-2%	-3%	0%	0%	-5%
KCNH2 3.1 block	-4	9	-5	-1	-5	15
KCNH2 WT inh	13	38	-21	-2	4	4
PKM2 act	/	-2%	1%	-1%	-2%	/

(further entries)
11. Cc1ccc(S(=O)(=O)NCC(=O)OCc2nnc(-c3ccccc3)o2)cc1
12. N#Cc1ccsc1NC(=O)CN1CCN(S(=O)(=O)c2cc(Cl)ccc2Cl)CC1
13. Cc1ccc(C2=NS(=O)(=O)N(C)C(C(=O)NC(C)c3ccccc3)=C2)cc1 (stereo unspecified)
14. COc1ccc(/C=C/c2noc(-c3ccccc3OC(C)=O)n2)cc1
15. CCOCCCNC(=O)CS(=O)(=O)Cc1nc(-c2cccc(OC)c2)oc1C
16. CCCCc1ccc(-c2ccc(C)cc2O)nc1
17. CN(CC(=O)Nc1ccc(F)cc1)C(=O)CSc1ncccn1
18. O=[N+]([O-])c1ccc(S(=O)(=O)N/N=C/c2cccs2)cc1
19. COc1ccc(CN2CCN(C3CCSCC3)CC2CCO)c(C)c1C (stereo unspecified)
20. O=C(Nc1ccnn1C1CCN(Cc2cc(Cl)ccc2O)CC1)C1CC1

Compound	11	12	13	14	15	16	17	18	19	20
Giardia killer	10	-5	-22	7	-12	-2	14	-13	7	-6
Eya2 phos inh	8%	-5%	6%	5%	4%	1%[15.4 µM]	-27%	6%	-17%	12%
USP2a block	0%	0%	0%	-9%	1%	3%	1%	1%	3%	3%
B2AR arrestin	0.1%	0.6%	-0.6%	0.5%	-1.3%	-0.3%	0.1%	-0.5%	0.2%	-0.1%
BCR signal inh	3%	?	17%	?	-5%	?	?	1%	6%	-4%
uPA generation	1%	-1%	-8%	-9%	2%	-5%	-3%	0%	-2%	-13%
Coupling enz	/	-1	0	1	2	0	/	0	0	-1
GALK inh	-5%	-1%	/	/	1%	3%	/	2%	1%	2%
KCNH2 3.1 block	4	-14	18	7	-2	-7	5	-15	-19	19
KCNH2 WT inh	2	8	-14	-2	-13	-7	4	3	15	22
PKM2 act	-4%	-9%	3%	/	-18%	1%	/	0%	1%	/

21. COc1ccc2c(c1)[nH]c1c(=O)n(CCN3CCCC3)cnc12
22. Cc1ccc(S(=O)(=O)NC(=O)Nc2c(C)n(C)n(-c3ccccc3)c2=O)cc1
23. COc1ccc(OC)c(NC(=O)CNC(=O)Cn2c(C)cc3ccccc3c2=O)c1
24. CCN(C(=O)CN1C(=O)S/C(=C\c2cccc(Cl)c2)C1=O)C1CCS(=O)(=O)C1 (stereo unspecified)
25. CCCCn1c(N)c(N(CC)C(=O)c2cccc(C)c2)c(=O)[nH]c1=O
26. S=c1[nH]nc(-c2cc3c(s2)-c2ccccc2CC3)o1
27. O=C(/C=C/Nc1ccc(S(=O)(=O)Nc2cnc3ccccc3n2)cc1)c1ccccc1
28. CC1(C)NC(=O)N(CCCOc2ccc3c(c2)CCC3)C1=O
29. CCOC(=O)C1=C(C)NC(=O)C(C(N)=O)C1c1ccccc1 (stereo unspecified)
30. Cc1cc(N2CCCCC2)nc(NCc2ccccc2)n1

Compound	21	22	23	24	25	26	27	28	29	30
Giardia killer	5	-5	5	3	-25	-18	17	25	11	-5
Eya2 phos inh	?	-4%	24%	-6%	7%	7%	5%	15%	12%	-19%
USP2a block	-2%	0%	3%	4%	0%	2%	0%	0%	-1%	-1%
B2AR arrestin	0.0%	-0.4%	0.3%	0.4%	-0.5%	-0.3%	-0.8%	-0.2%	-0.1%	-0.2%
BCR signal inh	-2%	1%	?	?	2%	?	?	-23%	0%	-12%
uPA generation	-3%	8%	1%	-16%	1%	-8%	0%	/	0%	-9%
Coupling enz	-1	-1	1	/	2	9	10	3	2	-3
GALK inh	-3%	0%	0%	-7%	-3%	-7%	/	-2%	2%	2%
KCNH2 3.1 block	0	-8	-8	10	-21	10	8	7	0	-1
KCNH2 WT inh	27	-10	-5	9	-1	2	-36	-22	6	15
PKM2 act	3%	0%	-1%	/	3%	0%	3%	-1%	-2%	-2%

31. O=C(Nc1ccccc1Oc1ccccc1)C1CCCC1
32. Cc1ccc(NC(=O)N2CCC(C(N)=O)CC2)cc1
33. CC1CCN(CCCNC(=O)c2nn(C)c3c2CS(=O)(=O)c2ccccc2-3)CC1
34. O=C(N/N=C/c1cccnc1)NC12CC3CC(CC(C3)C1)C2
35. Cn1cnnc1SCC(=O)c1c[nH]c2ccccc12
36. NC(N)=N/N=C/c1cc([N+](=O)[O-])ccc1O

Compound	31	32	33	34	35	36
Giardia killer	-5	-9	21	1	11	-16
Eya2 phos inh	0%	-12%	3%	9%	-1%	0%
USP2a block	2%	1%	1%	-1%	1%	-2%
B2AR arrestin	-0.3%	0.3%	0.0%	-0.6%	0.5%	0.2%
BCR signal inh	2%	-5%	-5%	?	-8%	-4%
uPA generation	-4%	9%	0%	-1%	/	6%
Coupling enz	1	-1	-2	2	0	4
GALK inh	1%	0%	0%	0%	1%	3%
KCNH2 3.1 block	-2	4	5	8	8	-1
KCNH2 WT inh	1	-4	-5	-8	10	1
PKM2 act	-3%	-6%	-3%[0.46 µM]	0%	5%	10%
